Source: PubChem BioAssay
Caspase-7 inhib = caspase-7 (human) inhibition, allosteric or competitive; P55210; recombinant caspase-7, Ac-DEVD-AFC fluorescence rate; Potency, µM (doses to about 57.5 µM), for the others: at the highest dose activity change, negative = inhibition, usual class: inhibitors; 75,000 compounds, 0.02% hits; AID 889; active = well fitted inhibition curve with a large enough effect in the main read-out, with a control signal flat, not every such curve was filed as active; inconclusive = small, poorly fitted or top-dose-only effect, or a change in a side signal; also: potency is read from the fitted curve at half-maximal effect; % of control where 0% means no effect
Casp1 inh = caspase-1 (human) inhibition, allosteric or competitive | P29466 | Caspase-1 enzyme, Ac-WEHD-AFC fluorogenic rate | Potency, µM (highest dose often 57.5 µM), for inactives: at the top dose activity change, negative = inhibition, usual class: inhibitors | 75,000 compounds, 0.03% hits | AID 900;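 also: potency is read from the fitted curve at half-maximal effect; plate controls were vehicle for no effect and no substrate for full effect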
ERK AVP block = blocks ERK signaling stimulated by vasopressin; HEK293-V1b, vasopressin-stimulated pERK AlphaScreen; Potency, µM (top dose mostly 57.5 µM), for inactives: top-dose activity, negative = inhibition, usual class: inhibitors; 72,000 compounds, 0.99% hits; AID 995; also: potency is read from the fitted curve at half-maximal effect; % is scaled to controls: 0 for no effect and ±100 for the full control effect; nearly all actives have a fitted effect of over 55% in size
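Phosphorylated ERK1/2 detected via AlphaScreen bead proximity in lysates of V1b-expressing HEK293 cells given 25 nM vasopressin for 5 min after 30 min compound exposure (37 °C). AC50 from Hill equation; basal DMSO 0%, vasopressin 100%.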
BRCT PPI green = inhibitors of human BRCA1 BRCT-phosphoprotein interaction (green fluorophore); AID 875; P38398; BRCA1 BRCT-phosphopeptide binding, green fluorescence polarization; Potency, µM (top dose mostly 76.9 µM), without a hit: top-dose activity change, negative = inhibition, hits mostly inhibitors; 75,000 compounds, 0.05% hits;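 also: potency is read from the fitted curve at half-maximal effect; plate controls were peptide without protein for full effect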
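Fluorescence polarization: His-tagged BRCT (~35 kDa BRCA1 C-terminus, 250 nM) bound to 100 nM fluorescein-labeled phosphorylated 10-aa BACH1 peptide, pH 7.3 phosphate buffer with DTT and Tween 20. Compounds incubated 12 min at room temperature; inhibition read as lowered polarization.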
USP2a inhib = blocks human ubiquitin-specific protease USP2a; O75604; USP2a enzymatic assay, qHTS inhibition; Potency, µM (doses to about 38.3 µM), for inactives: at the top dose activity change, negative = inhibition, most hits filed as inhibitors; 60,000 compounds, 0.1% hits; AID 927;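 also: potency is read from the fitted curve at half-maximal effect; nearly all actives have a fitted effect of over 60% in size; plate controls were DMSO for no effect and NEM full inhibition control for full effect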
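USP2 core (20nM final) preincubated 30 min RT with compound, then Ub-PLA2 20nM and NBD C6-HPC 20uM final added; buffer 20mM Tris-HCl pH 8.0, 2mM CaCl2. Fluorescence Ex 460/Em 535 read at 0 and 2.5 h; normalized to NEM.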
BRCT PPI red = BRCT-phosphoprotein interaction inhibition (red fluorophore); 75,000 compounds, 0.03% hits; Potency, µM (doses to about 76.9 µM), inactives show at the highest dose activity change, negative = inhibition, actives largely listed as inhibitors; AID 892; BRCT-phosphopeptide binding, red fluorescence polarization; P38398; also: % is scaled to controls: 0 for no effect and ±100 for the full control effect
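Fluorescence polarization: 100 nM His-tagged BRCA1 BRCT with 100 nM TAMRA-labelled phospho-BACH1 decapeptide, phosphate buffer pH 7.3 with 150 mM NaCl, DTT, 0.01% Tween 20; 12 min RT. Binding inhibition seen as FP decrease.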
CRE-bla Fsk = alters forskolin-stimulated CRE reporter signaling in CHO cells; Potency, µM (highest dose often 38.2 µM), for inactives: top-dose activity change, negative = inhibition, most hits filed as activators; 71,000 compounds, 2.5% hits; CHO CRE-bla reporter (cAMP response element driving beta-lactamase), forskolin EC10, beta-lactamase ratio; active = well fitted activation curve with a large enough effect in the signal ratio, with a control signal flat, not every such curve was filed as active; inconclusive = small, poorly fitted or top-dose-only effect, or effect the other way, or a change in a side signal; the % refers to the signal ratio; also: potency is read from the fitted curve at half-maximal effect; % of control where 0% means no effect
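Beta-lactamase reporter under a cAMP responsive element in CHO cells; compounds tested in titration series against EC10 NKH 477, 3 h at 37 °C. Read-out: CCF4 FRET ratio 460nm/530nm (excitation 405nm) giving %Activity, fitted to AC50.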
FLuc inh = inhibitors of firefly luciferase; P08659; purified firefly luciferase, luminescence, 8 min; Potency, µM (series often up to 57.1 µM), inactives show at the highest dose activity change, negative = inhibition, usual class: inhibitors; 72,000 compounds, 2.2% hits; also: potency is read from the fitted curve at half-maximal effect; % is scaled to controls: 0 for no effect and ±100 for the full control effect; nearly all actives have a fitted effect of over 40% in size
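Firefly luciferase (PKLight detection mix) with 10 uM ATP in pH 7.2 imidazole buffer (KCl, MgCl2, Tween 20, BSA). Compounds tested across a concentration series (qHTS). Luminescence read after 8 min at ambient temperature.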
HEK293 cAMP ctrl = raises cAMP in parental HEK293 cells, TSHR agonist counter-screen; parental HEK293 CNG cAMP sensor, membrane potential fluorescence; Potency, µM (series often up to 57.1 µM), inactives show top-dose activation, usual class: activators; 73,000 compounds, 2.5% hits; AID 938; also: potency is read from the fitted curve at half-maximal effect; % of control where 0% means no effect; nearly all actives have a fitted effect of over 55% in size
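Parental HEK 293 cells stably expressing a cAMP-gated CNG channel were loaded with membrane potential dye containing 100 uM RO 20-1724 for 60 min. Compound added for 30 min; depolarization read as fluorescence intensity at 590 nm.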
Tau fil binding = tau filament binding. Potency, µM (top dose mostly 57.1 µM), without a hit: at the highest dose activity change, negative = inhibition. recombinant tau filaments, thioflavin S fluorescence, 15 h; filaments grown with octadecylsulfate alongside compound. P10636. 71,000 compounds, 2% hits. AID 596;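 also: potency is read from the fitted curve at half-maximal effect; % is scaled to controls: 0 for no effect and ±100 for the full control effect; actives lower thioflavin S fluorescence by blocking filaments or displacing dye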
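Tau 2 uM in ThS buffer dispensed; compound added; 60 uM ODS added (finals 1 uM tau, 30 uM ODS); 15 h 37 C; fluor ex450/em510.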
A350 autofl = compound fluoresces in the Alexa 350 spectral region. Compound autofluorescence, 340/450 nm, Alexa 350 dye-equivalents; stronger effect = higher value. max dye-equivalent concentration, M. 59,000 compounds, 11% hits. AID 590; in the data active = max dye-equivalent concentration above about 10 nM; inconclusive = mostly about 1.1 nM to 9.6 nM
Starred values were filed as active, the others as inactive; i = inactive; ? = inconclusive; . = no result given; [ ] = remark or other dose. Unless noted, calls follow the shape of the dose curve; as a rule, active = well fitted curve in the direction sought with a large enough effect; inconclusive = small, poorly fitted or top-dose-only effect, or another doubt; inactive = no such curve, though single readings can be large; an effect the other way counts as inactive or inconclusive.

no.	SMILES	Caspase-7 inhib	Casp1 inh	ERK AVP block	BRCT PPI green	USP2a inhib	BRCT PPI red	CRE-bla Fsk	FLuc inh	HEK293 cAMP ctrl	Tau fil binding	A350 autofl
1	O=C(Nc1sc2c(c1C(=O)O)CCCC2)c1cccs1	-2%	-3%	19%	-0.6%	-3%	0.4%	-8%	-11%	-11%	-15%	.
2	CN(C)P(=NC(=O)COc1ccc(Cl)cc1Cl)(N(C)C)N(C)C	-2%	-1%	-4%	-1.1%	9%	1.3%	?	-3%	28%	-7%	i
3	CCOC(=O)N1CCN(Cc2nc3c(c(=O)[nH]c(=O)n3C)n2CCCc2ccccc2)CC1	0%	2%	12%	-0.7%	21%	0.0%	?	1%	5%	8%	i
4	CC12CN3CC(C)(CN(C1)C3c1cc(Br)ccc1O)C2=O (stereo unspecified)	0%	-2%	0%	-0.3%	2%	1.6%	-1%	1%	?	-3%	.
5	COc1ccc(OC)c(CNC(=O)CCNC(=O)Cn2ccc3ccccc3c2=O)c1	3%	3%	5%	-1.3%	0%	-1.2%	-16%	1%	2%	-1%	i
6	O=C(C1CCC(CNS(=O)(=O)c2cccs2)CC1)N1CCCCC1 (stereo unspecified)	-1%	0%	0%	-2.4%	9%	-1.4%	4%	2%	11%	6%	i
7	CCN1CCN(Cc2nc(N)nc(Nc3ccc(C)c(C)c3)n2)CC1	-1%	4%	27%	-0.9%	-3%	0.5%	3%	3%	2%	13%	i
8	CNC(=O)c1ccc(N(Cc2ccccc2C)S(C)(=O)=O)cc1	0%	2%	-4%	-0.8%	-1%	-2.2%	-6%	-2%	2%	-1%	i
9	O=C(NC1CCCC1)c1ccc(COCC(F)(F)F)o1	1%	0%	-12%	0.5%	10%	2.2%	0%	1%	12%	-2%	i
10	O=C(CN1C(=O)COc2ccccc21)NCCCN1CCN(Cc2ccccc2)CC1	2%	1%	11%	-3.5%	0%	-2.2%	?	3%	12%	-2%	i
11	CC1(C)CC(=O)C(C(c2ccncc2)C2C(=O)CC(C)(C)CC2=O)C(=O)C1	-1%	-3%	2%	0.1%	3%	-1.2%	?	1%	-4%	-1%	i
12	CCn1c(SCC(=O)Nc2nc3c(s2)CCCC3)nc2c1c(=O)n(C)c(=O)n2C	0%	-1%	14%	2.8%	-6%	1.8%	-3%	2%	11%	4%	i
13	COCCn1c(=O)c(C)nc2cnc(N3CCOCC3)nc21	-23%	-15%	-5%	-0.6%	3%	-2.7%	?	1%[11.4 µM]	?	4%	?
14	COc1ccc(CCn2nnnc2C(CC(C)C)N2CCN(c3ncccn3)CC2)cc1OC (stereo unspecified)	2%[0.00368 µM]	-1%	18%	0.1%	5%	2.1%	14%	2%	26%	1%	?
15	O=C(O)COc1ccc(S(=O)(=O)NCCc2ccccc2)cc1	-1%	1%	-2%	0.6%	.	-1.8%	-7%	0%	8%	10%	.
16	CCC(=O)N1CCN(c2ccccc2NC(=O)Cc2ccccc2)CC1	-1%	-3%	-11%	1.5%	18%	0.5%	-10%	0%	?	-21%	i
17	O=C1C=C(OCc2ccccc2)CN1	-2%	1%	21%	-1.5%	-3%	-2.9%	-5%	2%	1%	2%	i
18	CC(Nc1cc(=O)n(C)c(=O)n1C)c1ccccc1 (stereo unspecified)	0%	-1%	-7%	0.5%	1%	-1.7%	?	-1%	15%	-1%	i
19	O=C(Nc1nnc(CC(=O)N2CCCC2)s1)c1cnccn1	0%	1%	3%	-1.8%	-5%	2.2%	5%	3%	-10%	12%	i
20	CCOC(=O)NCC(C#CCN(CC)CC)N(CC)CC (stereo unspecified)	-3%	-1%	11%	-1.3%	-4%	-0.3%	8%	1%	6%	4%	?

Sorted by value in FLuc inh (low to high): some entries from above.
entry	SMILES	Caspase-7 inhib	Casp1 inh	ERK AVP block	BRCT PPI green	BRCT PPI red	CRE-bla Fsk	FLuc inh	Tau fil binding	A350 autofl
16	CCC(=O)N1CCN(c2ccccc2NC(=O)Cc2ccccc2)CC1	-1%	-3%	-11%	1.5%	0.5%	-10%	0%	-21%	i
14	COc1ccc(CCn2nnnc2C(CC(C)C)N2CCN(c3ncccn3)CC2)cc1OC (stereo unspecified)	2%[0.00368 µM]	-1%	18%	0.1%	2.1%	14%	2%	1%	?
19	O=C(Nc1nnc(CC(=O)N2CCCC2)s1)c1cnccn1	0%	1%	3%	-1.8%	2.2%	5%	3%	12%	i

In a second layout: entries from further up.
Each structure is followed by: Caspase-7 inhib	Casp1 inh	ERK AVP block	BRCT PPI green	USP2a inhib	BRCT PPI red	CRE-bla Fsk	FLuc inh	HEK293 cAMP ctrl	Tau fil binding	A350 autofl
#11 CC1(C)CC(=O)C(C(c2ccncc2)C2C(=O)CC(C)(C)CC2=O)C(=O)C1
 : -1%	-3%	2%	0.1%	3%	-1.2%	?	1%	-4%	-1%	i
#12 CCn1c(SCC(=O)Nc2nc3c(s2)CCCC3)nc2c1c(=O)n(C)c(=O)n2C
 : 0%	-1%	14%	2.8%	-6%	1.8%	-3%	2%	11%	4%	i

Carrying on:
no.	SMILES	Caspase-7 inhib	Casp1 inh	ERK AVP block	BRCT PPI green	USP2a inhib	BRCT PPI red	CRE-bla Fsk	FLuc inh	HEK293 cAMP ctrl	Tau fil binding	A350 autofl
21	Cc1ccccc1N(CC(=O)Nc1ccc(F)cc1)S(C)(=O)=O	-1%	0%	20%	-1.3%	4%	2.4%	3%	-1%	2%	-4%	i
22	CC(C)(C)c1nn(-c2ccccc2)c2[nH]c(=O)c(CNCc3ccco3)cc12	-7%	-4%	-27%	-0.5%	41%[activator]	-1.2%	1%	1%	11%	-20%	i
23	CN(Cc1ccccc1)c1nc2c(c(=O)[nH]c(=O)n2C)n1Cc1ccccc1Cl	-1%	-4%	16µM*	-3.3%	19%	-1.5%	?	-1%	22%	13%	?
24	CC(C)n1c(=O)[nH]c2ccccc21	-1%	2%	-22%	-1.0%	-5%	1.2%	-7%	9%	2%	-2%	i
25	CCOc1ccc(N2C(=O)CC(N3CCN(c4ccccc4F)CC3)C2=O)cc1 (stereo unspecified)	-6%	-8%	3%	-1.4%	-10%	0.1%	21%	0%	23%	8%	5.4e-07M*
26	C=CCn1c(SCc2ccc3nonc3c2)nnc1-c1cccs1	-5%	-1%	-2%	-0.9%	8%	-0.4%	-19%	-1%	?	-8%	?
27	O=C(NCc1ccco1)C1CCCN(S(=O)(=O)c2cccc3cccnc23)C1 (stereo unspecified)	0%	1%	-7%	-1.7%	.	1.2%	-2%	-1%	9%	-3%	.
28	CCOC(=O)c1sc(NC(=O)CSc2nc3c(cc2C#N)CCCCCC3)c(C#N)c1C	?	?	11%	1.3%	37%[activator]	-0.3%	?	4%	16%	43%	i
29	CCn1ncc(C2=NOC(C(=O)NCc3ccc(Cl)cc3)C2)c1C (stereo unspecified)	0%	0%	.	0.0%	.	0.0%	.	.	15%	.	.
30	CC(NC(=O)COc1cc(=O)n(C)c2ccccc12)c1ccc2c(c1)OCCO2 (stereo unspecified)	0%	1%	0%	1.7%	19%	0.7%	?	2%	1%	3%	i
31	COc1cccc(OCCn2c(C)c(/C=N/n3cnnc3)c3ccccc32)c1	-3%	-2%	.	-5.0%	.	-1.9%	.	.	?	.	.
32	CC#CCOCC/C=C1/c2ccccc2C(OC)C1C (stereo unspecified)	0%[11.5 µM]	-1%[11.5 µM]	1%[11.5 µM]	-2.1%[15.4 µM]	.	0.3%[15.4 µM]	.	.	11%[11.4 µM]	.	.
33	O=C(NC1CCCC1)c1c[nH]c2ccc(F)cc2c1=O	-1%	-5%	-19%	0.0%	6%	-0.7%	4%	-4%	10%	-1%	i
34	COc1cccc(C2C(C(=O)c3cc4cccc(OC)c4o3)=C(O)C(=O)N2c2cc(C)on2)c1OC (stereo unspecified)	-7%	-3%	-23%	0.5%	27%	1.9%	4%	-2%	11%	-10%	i
35	CC(=O)OC1CC2C(C)(C)C(O)CC[C@@]2(C)C2CC[C@@]3(C)C(c4ccoc4)OC(=O)C4O[C@@]43[C@]12C (stereo partly specified)	-13%	-4%	17%	1.1%	58%[activator]	2.4%	.	.	.	.	.
36	CC(C)OCCCNS(=O)(=O)c1ccc2c(c1)OCCO2	-2%	0%	5%	-2.1%	1%	0.1%	-11%	-1%	?	6%	?
37	Cc1cccc(N(C)C(=O)c2coc(=O)c3ccccc23)c1	0%	1%	8%	-1.0%	-2%	-1.2%	4%	2%	-3%	0%	i
